Source: PubChem BioAssay
POLK inh – DNA polymerase kappa (human) inhibition; AID 588579; Q9UBT6; actives 0.53% (n = 400,000); Potency, µM (doses to about 107 µM), without a hit: at the top dose activity, negative = inhibition, actives largely listed as inhibitors; purified Pol kappa, fluorescent DNA synthesis assay, 10 min; note: % is set by controls: 0 for no effect and ±100 for the full control effect
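10 nM Pol kappa was preincubated with compounds for 15 min at room temperature. Reaction started with 50 nM (final) substrate. Fluorescence read kinetically at 0 and 10 min.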
BLM inh – Bloom syndrome helicase (human) inhibition. Potency, µM (top dose mostly 56.1 µM), without a hit: at the top dose activity change, negative = inhibition, hits mostly inhibitors. AID 2528. recombinant BLM DNA unwinding, fluorescence dequenching. actives 0.2% (n = 350,000). P54132;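 note: plate controls were vehicle for no effect and no enzyme for full effect; nearly all actives have a fitted effect of over 35% in size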
Pol iota inh – DNA polymerase iota (human) inhibition | Q9UNA4 | Pol iota fluorescent replication assay, 10 min | Potency, µM (highest dose often 115 µM), inactives show at the highest dose activity, negative = inhibition, most hits filed as inhibitors | actives 1% (n = 390,000) | AID 588590
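Pol iota at 10 nM preincubated 15 min with compounds at room temperature; reaction started with fluorescent substrate, 50 nM final. Fluorescence read kinetically at 0 and 10 min; buffer-only wells as negative control.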
Pol eta inh – blocks human DNA polymerase eta activity; actives 1.2% (n = 390,000); Q9Y253; Potency, µM (titrated, usually from 114 µM), for inactives: at the top dose activity change, negative = inhibition, hits mostly inhibitors; recombinant Pol eta, fluorescent DNA replication assay; note: % is set by controls: 0 for no effect and ±100 for the full control effect
Target sequence (Q9Y253 whole entry, looked up): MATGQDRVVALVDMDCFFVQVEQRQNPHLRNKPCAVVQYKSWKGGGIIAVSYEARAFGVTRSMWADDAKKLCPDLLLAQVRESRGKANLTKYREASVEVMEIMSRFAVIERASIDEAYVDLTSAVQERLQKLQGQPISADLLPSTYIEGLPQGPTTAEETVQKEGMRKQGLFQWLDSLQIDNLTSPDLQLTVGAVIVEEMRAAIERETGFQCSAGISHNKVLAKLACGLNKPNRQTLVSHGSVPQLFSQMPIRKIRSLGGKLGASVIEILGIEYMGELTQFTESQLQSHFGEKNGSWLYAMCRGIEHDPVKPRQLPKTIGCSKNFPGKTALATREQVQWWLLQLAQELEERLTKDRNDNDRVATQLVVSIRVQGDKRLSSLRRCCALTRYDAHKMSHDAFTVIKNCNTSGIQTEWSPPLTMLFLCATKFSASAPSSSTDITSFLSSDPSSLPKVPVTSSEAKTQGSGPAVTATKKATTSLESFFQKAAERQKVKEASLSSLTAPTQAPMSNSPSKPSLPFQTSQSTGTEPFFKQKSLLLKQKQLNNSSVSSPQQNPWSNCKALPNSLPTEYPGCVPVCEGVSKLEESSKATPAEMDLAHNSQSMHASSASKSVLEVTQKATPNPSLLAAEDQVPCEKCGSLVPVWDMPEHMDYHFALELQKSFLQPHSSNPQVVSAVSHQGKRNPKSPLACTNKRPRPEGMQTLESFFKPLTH
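Pol eta (10 nM) was preincubated with compounds for 15 min at room temperature, after which fluorescent replication substrate (50 nM final) was added to start the reaction. Fluorescence was read kinetically at 0 and 10 min.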
JMJD2A Tudor – blocks the human JMJD2A Tudor domain | O75164 | AlphaScreen JMJD2A-Tudor / H3K4me3 peptide binding | Potency, µM (doses to about 114 µM), inactives show at the top dose activity change, negative = inhibition, hits mostly inhibitors | actives 4.4% (n = 390,000); note: % is set by controls: 0 for no effect and ±100 for the full control effect; nearly all actives have a fitted effect of over 50% in size
APEX1 inh – inhibitors of human APE1 endonuclease. P27695. recombinant APE1, TAMRA/BHQ-2 abasic DNA cleavage fluorescence. Potency, µM (highest dose often 65.8 µM), without a hit: at the top dose activity change, negative = inhibition, most hits filed as inhibitors. actives 0.35% (n = 350,000);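 note: plate controls were vehicle for no effect and reference inhibitor for full effect; nearly all actives have a fitted effect of over 55% in size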
Target sequence (P27695 whole entry, looked up): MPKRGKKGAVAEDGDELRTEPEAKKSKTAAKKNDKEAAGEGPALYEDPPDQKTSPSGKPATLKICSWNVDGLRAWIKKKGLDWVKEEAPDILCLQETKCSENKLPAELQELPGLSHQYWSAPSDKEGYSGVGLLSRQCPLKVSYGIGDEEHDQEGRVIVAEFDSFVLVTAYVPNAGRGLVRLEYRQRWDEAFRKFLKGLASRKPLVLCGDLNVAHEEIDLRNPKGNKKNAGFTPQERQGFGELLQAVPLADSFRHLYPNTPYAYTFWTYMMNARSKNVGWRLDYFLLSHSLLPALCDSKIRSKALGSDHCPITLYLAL
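APE1 at 0.75 nM preincubated 15 min at room temperature with compound. Reaction then started with 50 nM double-stranded THF-abasic substrate labelled with TAMRA/BHQ-2, and 525/598 nm fluorescence read kinetically. Activity taken as third-minus-first read difference, normalized to DMSO and NSC13755 controls.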
G9a inh – inhibitors of human histone lysine methyltransferase G9a; G9a H3K9 monomethylation, AlphaScreen, 2 h; actives 8.8% (n = 350,000); Q96KQ7; Potency, µM (top dose mostly 102 µM), inactives show at the highest dose activity, negative = inhibition, most hits filed as inhibitors; note: % is set by controls: 0 for no effect and ±100 for the full control effect; nearly all actives have a fitted effect of over 75% in size
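Readings reflect AlphaScreen signal from monomethyl-H3K9 antibody detection. HMT at 20 nM; substrate b-H3K9 500 nM; cofactor SAM 20 uM; 2 h RT reaction; compounds tested as titrations in qHTS with 15 min preincubation.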
POLB inh – inhibitors of human DNA polymerase beta. P06746. Pol beta primer extension/strand displacement, fluorescence kinetic. Potency, µM (doses to about 114 µM), for inactives: at the top dose activity change, negative = inhibition, most hits filed as inhibitors. actives 1.3% (n = 340,000); note: % is set by controls: 0 for no effect and ±100 for the full control effect
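Enzyme-only controls used 10 nM Pol beta; buffer lacking enzyme served as negative control. Compound preincubated 15 min, then 50 nM substrate added; 0 and 10 min reads at room temperature.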
BAZ2B block – blocks human BAZ2B; AID 504333; AlphaScreen BAZ2B-H3K14Ac peptide displacement; Q9UIF8; actives 4.4% (n = 360,000); Potency, µM (highest dose often 114 µM), without a hit: at the highest dose activity change, negative = inhibition, usual class: inhibitors; note: % is set by controls: 0 for no effect and ±100 for the full control effect; nearly all actives have a fitted effect of over 60% in size
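Multi-concentration screen (max 110 uM) measuring displacement of acetylated histone H3 peptide from BAZ2B by AlphaScreen, using 50 nM protein, 50 nM peptide and 10 ug/mL streptavidin donor plus Ni-chelate acceptor beads.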
Starred values were filed as active, the others as inactive; ? = inconclusive; / = no result given; & = joins results of further samples; [ ] = remark or other dose. Calls come from the whole dose curve; as a rule, active = well fitted curve in the direction sought with a large enough effect; inconclusive = small, poorly fitted or top-dose-only effect, or another doubt; inactive = no such curve, though single readings can be large; an effect the other way counts as inactive or inconclusive. Potency is the fitted concentration of half-maximal effect. This is a subset, so the mix of outcomes need not match the whole.

SMILES	POLK inh	BLM inh	Pol iota inh	Pol eta inh	JMJD2A Tudor	APEX1 inh	G9a inh	POLB inh	BAZ2B block
O=C(N/N=C/c1c(O)n(C2CC2)c(=S)[nH]c1=O)c1ccccc1	4%	-5%	17%	5%	56µM*	40%	-7%	16%	?
NC1=NC(c2cccnc2)n2c(nc3ccccc32)N1 (stereo unspecified)	-2%	-4%	141%[activator]	-15%	-3%	0%	3%	1%	-7%
CN(C)C(=O)Oc1ccc2nnc3ccnn3c2c1	-12%	-4%	182%[activator]	-13%	-13%	28%	11%	-20%	-11%
Cc1ccc2nc(NC(=O)c3cccn(Cc4ccccc4F)c3=O)sc2c1	-1%[60.1 µM]	0%	3%	-14%	4%	/	10%[59 µM]	1%	-1%
O=P1(NCc2ccco2)COc2ccccc2OC1	-5%	-1%	29%	2%	-2%	16%	?	38%	3%
COc1cccc2cc(-c3cc(=O)oc4ccc(OC(=O)N(C)C)cc34)oc12	-8%	-1%	22%	-23%	-23%	-2%	8%	3%	-3%[57.1 µM]
COC(=O)[C@@H]1C(OC(=O)c2ccccc2)CC2CCC1N2C (stereo partly specified)	-11%	/	-2%	-3%	-14%	52%[activator]	/	/	/
O=C(Nc1ccc(Br)cc1C(=O)c1ccccc1Cl)c1ccccc1F	-12%	-5%	20%	-14%	-2%	/	-7%[59 µM]	-18%	-2%
COC(=O)C1=C(c2ccc3ccccc3c2)C[C@@H]2CC[C@H]1N2C(=O)NC(C)C	-18%	/	48%[activator]	-10%	-23%	-1%	15%[2.33 µM]	/	2%
COC(=O)C1=C(c2ccc(-c3ccccc3)c(F)c2)C[C@@H]2CC[C@H]1N2C(=O)NC1CC1	3%	/	28%	-12%	-19%	5%	-9%[2.33 µM]	/	-9%
Nc1nc(SCc2ccc(F)cc2)n[nH]1	1%	4%	27%	-3%	2%	-7%	-1%[0.501 µM]	51%	5%
COc1cccc(C2[C@H](C)C3(CCN2C)OCCO3)c1 (stereo partly specified)	-8%	5%	66%[activator]	-5%	-5%	-1%	-10%[59 µM]	-2%	-4%
COC(=O)c1c(-c2ccc(Cl)cc2)noc1N1CCN(c2ccc(C(C)=O)cc2)CC1	0%[60.1 µM]	-9%	22%	-19%	-6%	/	2%[59 µM]	-8%	9%
CCOC(=O)C(O)(c1ccc(NC(=O)NC2CCCCC2)cc1)C(F)(F)F (stereo unspecified)	-13%	-4%	-2%	3%	-14%	-2%	9%	-1%	-16%
O=c1[nH]c(=O)n(Cc2ccco2)c(O)c1C=NCc1ccc2c(c1)OCO2	-16%	-4%	?	-9%	-13%	6%	2%[59 µM]	0%	-7%

SMILES	POLK inh	BLM inh	Pol iota inh	Pol eta inh	JMJD2A Tudor	APEX1 inh	G9a inh	POLB inh	BAZ2B block
COc1ccc(NC(=O)N2C[C@@H]3C[C@@H](C2)c2cccc(=O)n2C3)c(OC)c1	19%	4%	29%	-20%	-8%	-4%	3.5µM*	10%	-1%
CC1=CC(=O)OC2CC3OC4C[C@@H](C)C5OC6CC7O[C@]8(C)C/C=C\C9OC%10CC%11OC(CC(C)C%12OCCO%12)CC(O)[C@]%11(C)OC%10CC9OC8C[C@]7(C)O[C@]6(C)CCC5OC4C[C@]3(C)OC12 (stereo partly specified)	2%	/	-24%	-7%	-14%	-8%	/	/	/
O=c1[nH]c(=S)n(-c2ccccc2)c(O)c1/C=N/N1CCCCC1c1cccnc1 (stereo unspecified)	6%	-5%	?	-23%	-11%	?	8.9µM*	?	?
CC1(C)C[C@H]2C=C(C=O)[C@]3(C=O)C[C@]3(C)[C@H]2C1	?	?	45µM*	-10%	-6%	-6%	?	20µM*	-2%
Nc1ccc(N)cc1	?	-15%&-1%	/	/	/	?	13µM*	/	/
CCC(=O)N1CC(=O)Nc2ccc(Cl)cc2C1c1ccc(F)cc1 (stereo unspecified)	-5%	0%	30%[activator]	1%	-10%	2%	-35%	-10%	-14%
CN1CCC(O)(c2ccccc2)C(C(=O)c2ccccc2)C1 (stereo unspecified)	-3%	-1%	14%	-17%	8%	-6%	?	-4%	/
COCCN1C(=O)/C(=C/c2c(OC)cc(OC)cc2OC)C(=O)N(c2ccccc2)C1=O	5%	-11%	11%	-19%	-2%[11.4 µM]	8%	22%[59 µM]	22%	0%
CC/C(=N\Nc1ccccc1)c1c(O)n(-c2ccccc2)c(=O)[nH]c1=O	4%	0%	166%[activator]	-10%	-12%	4%	40µM*	2%	-23%
CN1CCC2=C[C@H](O)[C@@H]3OC(=O)c4cc5c(cc4[C@H]3[C@H]21)OCO5	-5%[12 µM]	1%[21.4 µM]	/	/	/	-1%[21 µM]	0%[21.5 µM]	/	/
OC12CCCCC1C(c1ccccc1)NCC2 (stereo unspecified)	-1%	-4%	26%	7%	-11%	-5%	8%	12%	5%
Nc1ccc(Cl)cc1C(=O)c1ccccc1	-2%	-6%	-3%	-25%	-27%	?	?	3%	-1%
CC(C)Oc1cccnc1N(C)C1CCN(Cc2ccccc2)CC1	-4%	/	7%	5%	-22%	-3%	?	17%[57.1 µM]	/
COC(=O)C1=C(c2ccc(Cl)c(C(F)(F)F)c2)C[C@@H]2CC[C@H]1N2C(=O)NCCOc1ccc(OC)cc1	-11%	/	?	-11%	-28%	-16%	30%[2.33 µM]	/	13%
CC(=O)Nc1nnc(S(N)(=O)=O)s1	-6%[60.1 µM]	-3%	29%	1%	6%	4%	4%[59 µM]	8%	-18%

SMILES	POLK inh	BLM inh	Pol iota inh	Pol eta inh	JMJD2A Tudor	APEX1 inh	G9a inh	POLB inh	BAZ2B block
O=C1C2CCCC1C(N1CCCCC1)CC2 (stereo unspecified)	-12%	-2%	72%[activator]	0%	-20%	41%	-20%	-1%	?
CSc1ncc(CN2CCCC(C(=O)c3cccc(Cl)c3)C2)cn1 (stereo unspecified)	2%	-4%	8%	-13%	-4%	3%	7%	?	-6%
Cc1ccc(-c2nc3ccccc3c(=O)n2-n2cccc2)cc1	-16%	-1%	5%	-5%	-7%	0%	0%	0%	-3%
O=C1NC(=O)N(Cc2ccco2)C(=O)/C1=C\c1cccn1CCOc1ccc(Cl)cc1	28µM*	-21%	13µM*	14µM*	?	-9%	-6%[59 µM]	28µM*	40µM*
O=C(CN1CCCCC1)c1ccc(OC(F)F)cc1	-20%	-9%	93%[activator]	-5%	-21%	4%	?	6%	-29%
Cc1ccsc1C(=O)C1CCCN(Cc2ccc(-n3cccn3)cc2)C1 (stereo unspecified)	6%	-3%	-4%	5%	-6%[11.4 µM]	1%	?	-8%	-26%
NNc1n[nH]c(=S)n1N	-10%	-26%	16µM*	-13%	-10%	?	25µM*	32%	?
c1ccc(CCNCc2cccs2)cc1	-2%	-3%	-4%	-13%	-13%	21%	19%[59 µM]	8%	-27%
COc1ccc(N=C(C)c2c(O)[nH]c(=O)[nH]c2=O)cc1	13%	-6%	19%	-11%	-3%	5%	-11%[59 µM]	19%	-22%
CCOC(=O)N(CC)c1ccc(C(O)(C(=O)OC)C(F)(F)F)cc1 (stereo unspecified)	-17%	-1%	9%	-9%	-4%	3%	-8%[59 µM]	15%	-2%
CC(=O)O[C@H]1CC[C@@]2(C)C(=CC[C@@H]3[C@@H]2CC[C@]2(C)C(=O)CC[C@@H]32)C1	-23%	/	32%[activator]	-26%	-3%	12%	?	/	9%
CCOc1cc(/C=C2\C(=O)NC(=O)N(C)C2=O)cc([N+](=O)[O-])c1O	-16%	-1%	?	-23%	-2%	2%	50µM*	-15%	-11%
COCCNP(=O)(c1ccccc1)c1nc2ccccc2s1 (stereo unspecified)	/	1%	/	/	/	-8%	0%[12.7 µM]	3%	11%
OCCOCC#CCN1CCOCC1	-12%	2%	9%	0%	-7%	-1%	-49%	26%	9%
O=C1OC(c2ccc(Br)cc2)=N/C1=C\N1CC2CC(C1)c1cccc(=O)n1C2 (stereo unspecified)	5%	0%	2%	-3%	?	-5%	-20%	8%	?

Looked up above.
BLM inh with CSc1ncc(CN2CCCC(C(=O)c3cccc(Cl)c3)C2)cn1 (stereo unspecified) = -4%
BLM inh with O=C1OC(c2ccc(Br)cc2)=N/C1=C\N1CC2CC(C1)c1cccc(=O)n1C2 (stereo unspecified) = 0%
G9a inh with CCOc1cc(/C=C2\C(=O)NC(=O)N(C)C2=O)cc([N+](=O)[O-])c1O = 50µM*

Later entries:
SMILES	POLK inh	BLM inh	Pol iota inh	Pol eta inh	JMJD2A Tudor	APEX1 inh	G9a inh	POLB inh	BAZ2B block
Cc1cccc(-n2c(CN3C(=O)c4ccccc4C3=O)nc3ccccc3c2=O)n1	3%	/	16%	6%	-6%	/	/	/	/
CCOP(=O)(OCC)c1nc(-c2ccc(C)cc2)oc1NCc1ccccc1	-16%	-8%	78%[activator]	-26%	-16%	-3%	?	-5%	-33%
C=C1C[C@]2(O)[C@@]3(C)CCC(=O)C(C)(C)C3=C(O)C(=O)[C@@]2(C)[C@@H]2C(=O)O[C@@](C)(C(=O)OC)C(=O)[C@@]12C	-19%	-4%	?	?	-20%	?	1%[12.7 µM]	5%	-19%
C#C[C@@]1(O)CCC2C3CCC4=C/C(=N/OCC(=O)NC(CCC(N)=O)C(=O)O)CC[C@]4(C)C3CC[C@@]21C (stereo partly specified)	5%	-2%	38%	-17%	5%	-10%	7%	5%	6%
CC(C)NCC(O)COc1cccc2[nH]ccc12 (stereo unspecified)	-5%&-4%&3%[60.1 µM]	-4%&6%&1%	5%[58.9 µM]	3%[57.1 µM]	/	-2%&-5%&-1%&3%	?	6%	0%
COc1ccc(C(=O)CCNc2ccc(F)cc2)cc1	-3%	-2%	56%[activator]	-2%	-14%	-1%	20%	-7%	-3%
CCN(CC)C(=O)Cn1cc(C=C2C(=O)N(C)C(=O)N(C)C2=O)c2ccccc21	0%	1%	167%[activator]	-11%	-11%	-13%	0%[2.33 µM]	21%	8%

A portion from the list above, as a working copy:
SMILES	POLK inh	BLM inh	Pol iota inh	Pol eta inh	JMJD2A Tudor	APEX1 inh	G9a inh	POLB inh	BAZ2B block
COc1ccc(C(=O)CCNc2ccc(F)cc2)cc1	-3%	-2%	56%[activator]	-2%	-14%	-1%	20%	-7%	-3%
CCN(CC)C(=O)Cn1cc(C=C2C(=O)N(C)C(=O)N(C)C2=O)c2ccccc21	0%	1%	167%[activator]	-11%	-11%	-13%	0%[2.33 µM]	21%	8%
